M18AAP inhibitor – PfM18AAP enzyme inhibition. recombinant PfM18AAP, H-Glu-NHMec fluorogenic cleavage. inhibition, % at 7.35 µM. actives 1.2% (n = 290,000). AID 1822;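 active means inhibition above the campaign mean inhibition over all tested compounds plus 3 SD, cut at about 28% in these data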;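 further: 0% = plate median of test compound wells and 100% = 2 mM ZnCl2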
OXTR ag – activates the human oxytocin receptor. CHO-OTR cells, Fluo-8 calcium fluorescence; normalized: DMSO 0%, oxytocin 100%. activation, % at 3 µM. actives 0.32% (n = 320,000). AID 2435;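 active means activation above the mean of all tested compounds plus 3 SD, cutoff set per screening run, cut at about 20% in these data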;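 further: peak over basal fluorescence ratio from a 100 s FLIPR kinetic read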
MEKK2 mut-MEK5 – signal of MEK5 binding to mutant human MEKK2 PB1 domain; AID 1530; actives 0.35% (n = 290,000); percent response, % at 10 µM; bead flow cytometry, Alexa488-MEK5 binding to MEKK2 mutant; in the data active means percent response above about 24%, passing the limit was not always enough; further: inactives centre near 1; some results filed as inactive read as strong as hits
GPR7 antag – human neuropeptides B/W receptor 1 antagonism; AID 1861; P48145; actives 1.1% (n = 290,000); GPR7-expressing cells, fluorescence antagonist assay; inhibition, % at 4.4 µM; in the data active means inhibition above about 16%, passing the limit was not always enough;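 further: cells stimulated with the agonist NPW; 0% = agonist with vehicle and 100% = vehicle without agonist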
Target sequence (P48145 whole entry, looked up): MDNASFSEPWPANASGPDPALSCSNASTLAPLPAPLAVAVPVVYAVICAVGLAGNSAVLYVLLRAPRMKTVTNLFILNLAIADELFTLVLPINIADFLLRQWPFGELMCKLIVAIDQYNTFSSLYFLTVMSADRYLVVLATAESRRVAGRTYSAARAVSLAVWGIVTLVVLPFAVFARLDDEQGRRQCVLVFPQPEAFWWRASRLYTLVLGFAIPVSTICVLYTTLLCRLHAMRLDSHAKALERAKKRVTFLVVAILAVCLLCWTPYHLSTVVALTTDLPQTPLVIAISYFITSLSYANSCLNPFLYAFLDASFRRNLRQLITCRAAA
MEKK2wt PB1 HTS – raises or lowers MEK5 binding to wildtype human MEKK2 PB1 domain; Q9Y2U5; bead flow cytometry, Alexa488-MEK5 binding to MEKK2 WT; actives lie on both sides; binding response (% of control), % at 10 µM; actives 1.1% (n = 290,000); in the data active means binding response below about 67% or above about 130%
OXTR potentiate – human OXTR potentiation; actives 0.061% (n = 320,000); activation, % at 3 µM; P30559; CHO-OTR cells, Fluo-8 calcium fluorescence, potentiator mode; 0% = oxytocin EC15, 100% = EC100;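 active means activation above that plate's cutoff, the mean activation of tested compounds plus 3 SD, cut at about 6.6% in these data, passing the limit was not always enough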;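 further: 100% uses oxytocin at 75 nM as the full agonist control; some results filed as inactive read as strong as hits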
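Assay system: CHO cell line stably expressing human OTR. Reagent: EC15 oxytocin agonist. Dosing: single dose, 3.0 µM nominal final compound concentration. Timing: compound 6 min at room temperature before oxytocin, 100 s read. Signal: kinetic Fluo-8 calcium fluorescence. Controls: oxytocin EC15 low and EC100 high.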
NALP1 inh – inhibitors of NALP1 inflammasome in yeast; actives 0.61% (n = 280,000); S. cerevisiae NALP1/ASC/caspase-1 growth, X-gal OD620, 72 h; inhibition, % at 10 µM; AID 2071; in the data active means inhibition mostly above about 24%, no sharp cut-off; inactive means mostly below about 32%; further: some compounds called inactive have numbers as strong as hits
GalR3 antag – blocks the human galanin receptor 3 | O60755 | HEK293 GalR3-CNG cAMP membrane potential fluorescence; galR3 body fused to GalR1 C-terminus | inhibition, % at 3 µM | actives 0.44% (n = 360,000) | AID 651719;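 active means inhibition above the screen-wide average plus 3 SD, cut at about 13% in these data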;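 further: forskolin and galanin both at EC90 stimulate the cells; cAMP rise reported by CNG channel membrane potential dye signal; 0% = forskolin plus galanin with DMSO and 100% = forskolin alone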
Target sequence (O60755 1-299 limits assumed): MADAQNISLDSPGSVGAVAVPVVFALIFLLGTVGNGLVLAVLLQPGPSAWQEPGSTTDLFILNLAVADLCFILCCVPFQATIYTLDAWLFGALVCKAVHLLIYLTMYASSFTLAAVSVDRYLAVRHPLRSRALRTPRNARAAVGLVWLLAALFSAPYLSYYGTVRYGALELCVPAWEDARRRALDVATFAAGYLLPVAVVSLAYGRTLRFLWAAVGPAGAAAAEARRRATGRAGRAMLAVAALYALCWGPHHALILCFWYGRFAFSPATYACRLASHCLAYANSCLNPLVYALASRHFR
V1aR counter – counter-screen for oxytocin receptor agonists: human V1a receptor agonists; P37288; CHO-V1R cells, Fluo-8 calcium fluorescence, agonist mode; 0% DMSO, 100% 3 nM vasopressin; activation, % at 3 µM; actives 0.25% (n = 320,000);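 active means activation above the mean activation of all tested compounds plus 3 SD, per screening run, cut at about 20% in these data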;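 further: signal is peak over basal fluorescence ratio across a 100 second FLIPR read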
Target sequence (P37288 whole entry, looked up): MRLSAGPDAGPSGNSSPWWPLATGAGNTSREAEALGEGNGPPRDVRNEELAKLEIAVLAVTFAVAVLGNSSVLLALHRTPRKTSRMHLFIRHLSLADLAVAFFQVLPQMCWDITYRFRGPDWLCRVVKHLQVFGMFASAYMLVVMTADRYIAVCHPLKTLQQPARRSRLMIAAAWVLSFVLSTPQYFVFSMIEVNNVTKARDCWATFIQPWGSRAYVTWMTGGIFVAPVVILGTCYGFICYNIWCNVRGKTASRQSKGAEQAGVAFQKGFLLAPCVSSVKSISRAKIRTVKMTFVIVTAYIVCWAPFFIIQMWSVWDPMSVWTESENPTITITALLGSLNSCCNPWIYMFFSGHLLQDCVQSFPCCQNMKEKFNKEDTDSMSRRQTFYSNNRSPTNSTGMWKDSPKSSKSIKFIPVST
An asterisk follows results filed as active; x = not tested or not shown.

SMILES	M18AAP inhibitor	OXTR ag	MEKK2 mut-MEK5	GPR7 antag	MEKK2wt PB1 HTS	OXTR potentiate	NALP1 inh	GalR3 antag	V1aR counter
Cc1cc(C)nc(NS(=O)(=O)c2ccc(N/C=C3\CCCC3=O)cc2)n1	3	0.1	3	-10	100	-2	17	5	0.9
O=C(CCN1CCN(CCO)CC1)Nc1ccccc1	1	0.5	7	-13	107	-1	2	-1	1.1
Cc1cc(OCC(=O)NCCc2ccc(Cl)cc2)c2c(C)cc(=O)oc2c1	1	0.0	0	4	105	-9	2	-9	0.3
CC(C)N(C)C(=O)C(=O)c1cccn1-c1cccc(Cl)c1C#N	-1	1.2	1	-6	104	-6	-1	-1	0.3
CCOc1cnc(-c2c(-c3c(Cl)cccc3Cl)noc2C)o1	0	-0.6	0	-22	101	2	12	-9	-1.6
CCOc1ccc(CCNC(=O)C(O)c2ccccc2)cc1 (configuration not stated)	-1	0.4	4	-8	101	-7	-4	2	-0.1
Cc1cc(OC(C)C(=O)NCC(O)c2ccccc2)c2c(C)cc(=O)oc2c1 (configuration not stated)	-12	-0.2	-4	1	102	-11	26	2	-0.7
Cc1ccc(OCC(=O)N(Cc2ccccc2)C(C)C)c([N+](=O)[O-])n1	0	-0.1	-2	-6	93	0	x	1	0.5
O=C(Nc1ccc(Cl)cc1)Nn1cnc2ccccc2c1=O	-4	2.6	-3	-2	96	-10	0	-8	5.8
CCc1ccccc1NC(=O)Nc1cnccn1	-9	-1.2	8	4	106	-6	18	-1	-0.7
COc1ccccc1C(=O)Nc1cc(C)ccc1NC(=O)c1ccco1	-8	-1.3	2	10	104	-8	11	-3	-0.2
O=C(CC1NCCNC1=O)Nc1ccc2c(c1)OCCO2 (configuration not stated)	4	0.1	3	7	105	-1	-9	-6	0.2
O=C(CN1C(=O)C2(OCCCO2)c2ccccc21)NCc1ccccc1	-15	-0.1	8	-6	108	-7	4	-7	-1.0
CCNC(=O)NC(=O)COC(=O)c1ccccc1SCC(=O)NC(=O)NCC	-7	-0.8	4	16	109	-6	32	-1	1.7
CCn1c2ccccc2c2cc(CC(N)=O)ccc21	-1	2.1	1	11	87	-4	x	-3	1.0
CC(=O)c1cccc(S(=O)(=O)N2CCC(C(=O)O)(c3ccccc3)CC2)c1	6	-0.3	7	-3	112	-16	4	-9	0.1
COc1ccc(C(=O)NCc2nnc(SCC(=O)N3CCCCC3)o2)cc1	-10	-0.9	-15	1	59	-8	5	-3	0.2
CCc1ccc(-c2cc(C)no2)cc1S(=O)(=O)Nc1cc(C)on1	-6	-0.2	1	-5	108	4	9	-8	0.8
O=C1c2ccccc2NC(c2ccccc2)N1c1ccc(O)cc1 (configuration not stated)	1	-0.9	-1	-4	98	-7	12	-2	0.0
CN(CC(=O)Nc1cccc(F)c1)C(=O)c1ccc2c(=O)n3c(nc2c1)CCC3	x	1.8	x	x	x	-11	x	1	1.6
CCOc1ncccc1C(=O)OCC(=O)NCc1ccc(C(=O)OC)cc1	x	-1.4	x	x	x	-10	x	-3	-0.5
O=C(O)CN(CCc1ccccc1)S(=O)(=O)c1ccccc1	-3	-0.4	-1	0	100	-11	23	-11	0.6
O=C1N/C(=C/c2cccs2)C(=O)N1Cc1ccccc1F	3	4.0	0	-1	104	-14	17	-6	2.2
N#CC1=C(N)S[C@@H](C(=O)c2ccc(F)cc2)[C@@H]1c1cccs1	19	3.8	3	-8	98	-10	23	-2	3.5
Fc1ccccc1OCC1CCCN(Cc2nc(CC3CC3)no2)C1 (configuration not stated)	3	-2.6	2	-9	107	-9	8	-1	0.0
CCOc1ccc(N2C(=O)CC(Cc3ccccc3OC)C2=O)cc1 (configuration not stated)	-13	-1.7	9	-6	111	-2	18	-7	0.0
CCOc1ccc2nc(-c3ccccc3)nc(SCC(=O)OC)c2c1	-2	-0.6	0	-14	103	-16	0	-9	-0.1
COCn1c(-c2ccc(OC)c(OC)c2)nc2ccccc21	-12	-0.6	0	-11	100	2	4	-4	-1.1
COc1ccc(-c2c(C)nn(-c3ccccc3)c2N)cc1	-9	-0.8	-5	13	97	2	-1	-1	-0.1
Cc1nc(NC(=O)C2CC2)sc1C(=O)Nc1ccccc1	2	-0.4	0	-3	100	-4	9	-10	0.0
COC(=O)c1cc(OC)c(OC)cc1NC(=O)Cn1nnc(-c2ccccc2Cl)n1	-3	0.4	-6	-7	86	-7	-1	3	-0.4
Cc1ccc(/C=C/C(=O)NCc2ccccn2)o1	-1	0.6	-1	6	95	4	19	2	-0.6
CCCOc1ccc(C(=O)OCCN2CCCCC2)c(O)c1	x	2.0	x	x	x	-3	x	-6	1.1
CCN(CC)S(=O)(=O)c1ccc(N2CCOCC2)c(NC(=O)c2ccc3ccccc3c2)c1	-1	-1.4	-2	-7	93	-3	24	-2	-0.5
CC(C)C(c1nnnn1C(C)(C)C)N1CCN(Cc2cccnc2)CC1 (configuration not stated)	-4	1.5	4	1	94	-9	8	-5	0.8
O=C(NCCS(=O)(=O)N1CCN(c2ccccc2)CC1)c1ccc(Br)o1	x	-0.8	x	x	x	4	x	-1	0.2
COc1ccc(-c2ncnc(C(F)(F)F)c2-c2csc(C)n2)c(O)c1	0	0.3	-16	-11	87	-1	4	-7	-0.1
COc1cccc(CNC(=O)N2CCN(c3ccccc3)CC2)c1	0	1.9	-3	5	93	-3	3	-6	1.1
COCCCn1c(SCC(=O)Nc2ccc(C)cc2)nc2ccccc2c1=O	-5	-1.0	-8	3	85	2	-8	-2	-0.2
CCn1c(C2CCN(S(=O)(=O)c3ccc(OC)cc3)CC2)n[nH]c1=S	13	2.5	-4	-10	98	-1	-33	-11	4.7

Rewritten with values under each structure: three of the compounds above
The line under a structure holds: M18AAP inhibitor	OXTR ag	MEKK2 mut-MEK5	GPR7 antag	MEKK2wt PB1 HTS	OXTR potentiate	NALP1 inh	GalR3 antag	V1aR counter
COc1ccc(-c2ncnc(C(F)(F)F)c2-c2csc(C)n2)c(O)c1
    0	0.3	-16	-11	87	-1	4	-7	-0.1
COc1cccc(CNC(=O)N2CCN(c3ccccc3)CC2)c1
    0	1.9	-3	5	93	-3	3	-6	1.1
COCCCn1c(SCC(=O)Nc2ccc(C)cc2)nc2ccccc2c1=O
    -5	-1.0	-8	3	85	2	-8	-2	-0.2

Additional compounds.
SMILES	M18AAP inhibitor	OXTR ag	MEKK2 mut-MEK5	GPR7 antag	MEKK2wt PB1 HTS	OXTR potentiate	NALP1 inh	GalR3 antag	V1aR counter
COc1ccccc1OCC(=O)Nc1ccc(NC(=O)COc2ccccc2OC)cc1	-2	4.6	3	-4	107	-16	23	-3	7.2
O=C(NNC(=O)c1cc(S(=O)(=O)N2CCCCC2)ccc1Cl)c1ccccc1O	x	-0.1	x	x	x	-5	x	-3	1.0
CCOC(=O)CCNC(=O)N1CCC(CCOc2ccccc2)(C(=O)OCC)CC1	1	0.0	9	-4	110	-7	x	-1	1.6
Cc1c(C(=O)OCC(=O)N2C(C)CCCC2C)oc2ccccc12 (configuration not stated)	4	-1.0	7	-3	106	-11	-8	0	0.2
COc1ccccc1Nc1nc(N)nc(CN2CCN(c3ccccc3F)CC2)n1	0	-2.4	4	-7	104	-13	x	-5	-1.7
O=S(=O)(Nc1ncccn1)c1cc(Cl)ccc1Cl	3	-0.3	6	-3	106	-14	16	0	0.2
CN(C)CCCN(C(=O)COc1ccc(Cl)cc1)c1nc2cc3c(cc2s1)OCO3	-1	6.8	35*	14	179*	-3	-63	1	3.2
COc1ccccc1NC(=O)CSc1nc2ccccc2c(=O)n1CCNC(C)=O	4	-1.2	-7	-8	86	1	-7	-3	-1.4
COCCNC(=O)CSc1ccc(C)cc1	-1	0.1	2	-9	108	-2	1	-2	-0.8
Nc1ccc(Br)c2c1C(=O)c1ccccc1C2=O	3	34*	-5	11	79	-13	0	x	10
COc1ccc(N2CCN(S(=O)(=O)c3cc(Br)cnc3N)CC2)cc1	-8	-0.8	-3	5	101	-9	-23	2	-0.7
CCCCNC(=O)COC(=O)CCC(=O)c1cccs1	0	1.2	12	-3	88	5	2	-4	-0.3
O=C(Nc1c(C(=O)N2CCOCC2)oc2ccccc12)c1cccc([N+](=O)[O-])c1	-5	1.7	-1	-16	94	-2	-2	-9	1.0
Cc1ccc2cccc(OCc3nnc(SCC(=O)O)n3C)c2n1	-15	0.1	2	-3	105	-8	4	-3	0.9
CCOc1ccc(C(=O)NCCO)cc1	2	-0.4	-1	-8	98	-5	6	0	-0.7
N#Cc1cccnc1N1CCN(C(=O)c2ccco2)CC1	2	0.4	3	-13	107	-6	x	-3	-0.4
CC1(C)Cc2ccccc2/C(=C/C(=O)c2ccccc2)N1	-11	-2.1	3	-18	105	-7	16	1	0.0
CSc1nnc(CNC(=O)c2ccccc2)n1-c1cccc(C)c1	1	0.3	7	-5	109	-8	-35	2	-1.1
CCCCN1C(=O)C(=O)N(CC(=O)Nc2sc(C)c(CC)c2C(=O)OCC)C1=O	x	-0.7	x	x	x	-1	x	-6	-0.8
CC(=O)Nc1ccc(S(=O)(=O)NCCc2csc(-c3cccnc3)n2)cc1	-1	-0.5	3	3	105	-6	12	-5	-0.5
CCCCc1cc(=O)oc2cc(OCC(=O)NCc3ccccn3)c(Cl)cc12	1	0.6	4	-12	101	-4	-1	1	0.5
C[C@H](CCC(=O)O)[C@H]1CC[C@H]2[C@@H]3C(=O)C[C@@H]4CC(=O)CC[C@]4(C)[C@H]3CC(=O)[C@]12C	-7	0.2	1	6	82	0	25	x	0.5
Cc1ccccc1C(=O)NCCSc1ccccc1	0	-1.6	11	6	113	-4	-29	1	0.3
O=C(O)CCC(NS(=O)(=O)c1ccc(N2CCCC2=O)cc1)C(=O)O (configuration not stated)	0	0.3	2	-1	100	-1	22	-4	0.9
CSc1ccccc1C(=O)C1CCCN(C(=O)CCN2CCCO2)C1 (configuration not stated)	-2	0.1	2	-14	105	-22	-7	-2	0.2
CCc1cccc2c(C(=O)COC(=O)c3nn(C)c(=O)c4ccccc34)c[nH]c12	12	5.4	x	0	x	-20	14	-3	8.8
Cc1cc(C)cc(NS(=O)(=O)c2cnc(Cl)c(Cl)c2)c1	8	1.3	12	-11	102	-25	7	0	-0.1
CN(C)/C(=N\S(=O)(=O)c1ccccc1)c1ccc(F)cc1	6	0.7	-2	0	103	-4	23	-10	0.1
Nc1nc(SCC(=O)NCc2ccccc2)[nH]c(=O)c1NC(=O)c1ccccc1F	-2	-0.3	-2	-10	100	-11	24	-2	0.3
CCOC(=O)C(C(=O)Nc1ccccc1)C1CCCCC1 (configuration not stated)	3	1.4	8	-10	107	-8	-4	-7	-1.4
Cc1c(Cl)cccc1N(CC(=O)O)S(C)(=O)=O	-5	-0.7	3	-3	105	-9	5	2	0.3
Cc1ccc(C#CC[N+]2(CC#Cc3ccc(C)cc3)CCCCC2)cc1	-5	-0.2	0	19*	119	-2	38	-3	0.1
Cc1cc(Cl)ccc1NC(=O)CSc1n[nH]c(N)n1	x	0.1	x	x	x	-4	x	-4	-0.4
COc1ccc(Cc2nnc(SCC(=O)Nc3cc(Cl)ccc3OC)[nH]c2=O)cc1	x	-1.3	x	x	x	1	x	0	-1.2
O=C(OCCOc1ccccc1F)c1cccc(S(=O)(=O)N2CCOCC2)c1	x	0.5	x	x	x	-5	x	-2	3.8
Cc1ccc(S(=O)(=O)N2CCC(C)CC2)cc1C(=O)NCc1ccccn1	-5	1.3	-1	-11	99	-9	-4	-8	3.3
CN(CC(=O)Nc1ccccc1Cl)C(=O)CSC(=S)N1CCCC1	x	0.6	x	x	x	1	x	-2	0.3
